# SIAE inh: inhibitors of human sialic acid acetylesterase SIAE. Q9HAT2. 370,000 tested, 0.69% active. SIAE FP-Rh probe binding, fluorescence polarization. AID 1053197. inhibition, % at 9.66 µM;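 active = inhibition above a cutoff: mean of compounds within the control limits plus 3 SD of those, cut at about 17% in these data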;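 also: 0% = plate median of compound wells and 100% = probe without SIAE protein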
# LEDGF integ inh: blocks HIV-1 LEDGF/p75-dependent DNA integration; TR-FRET IN-LEDGF/p75 DNA integration, Eu/Cy5; inhibition, % at 3.7 µM; 370,000 tested, 0.64% active;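 active = inhibition above the screen-wide mean plus 3 SD, cut at about 13% in these data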;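 also: signal is the Cy5 over europium emission ratio at 671 and 618 nm; 0% = plate median of compound wells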
# Rev-erbA mod: Rev-erb alpha (human) modulation; P20393; Rev-erbα–FITC-DNA binding, fluorescence polarization, 90 min; activity, % at 10 µM; 370,000 tested, 0.79% active;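 active = activity above about 14%, limit read from the data; passing the limit was not always enough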;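 also: 0% = DMSO wells with 35 nM protein and 100% = DMSO wells with 750 nM protein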
# Target sequence (P20393 whole entry, looked up): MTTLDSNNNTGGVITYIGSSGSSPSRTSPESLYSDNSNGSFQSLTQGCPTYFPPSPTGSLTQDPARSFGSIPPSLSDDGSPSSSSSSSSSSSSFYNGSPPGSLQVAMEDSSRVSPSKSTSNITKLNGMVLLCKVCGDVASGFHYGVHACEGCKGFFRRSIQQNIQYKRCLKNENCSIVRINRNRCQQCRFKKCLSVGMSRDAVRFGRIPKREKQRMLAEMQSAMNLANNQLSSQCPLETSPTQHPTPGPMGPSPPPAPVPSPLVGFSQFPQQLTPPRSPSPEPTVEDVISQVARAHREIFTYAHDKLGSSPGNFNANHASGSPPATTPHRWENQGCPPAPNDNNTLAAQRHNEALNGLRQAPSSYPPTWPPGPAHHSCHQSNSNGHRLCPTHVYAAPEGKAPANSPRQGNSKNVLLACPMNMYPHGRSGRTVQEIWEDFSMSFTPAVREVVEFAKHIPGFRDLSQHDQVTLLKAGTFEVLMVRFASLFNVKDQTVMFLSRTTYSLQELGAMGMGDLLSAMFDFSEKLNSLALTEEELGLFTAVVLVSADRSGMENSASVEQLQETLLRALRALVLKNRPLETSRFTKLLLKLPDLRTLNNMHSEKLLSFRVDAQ
# TDP2 absorb: blocks human TDP2 phosphodiesterase activity; O95551; recombinant TDP2, T5PNP hydrolysis, p-nitrophenol absorbance 415 nm; inhibition, % at 12.8 µM; 370,000 tested, 0.34% active;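 active = inhibition above the mean of all tested compounds plus 3 SD, set per campaign, cut at about 25% in these data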;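 also: 0% = DMSO with enzyme and 100% = buffer with substrate but no TDP2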
#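 Test system: Human TDP2 enzyme | Reagent: 5 mM T5PNP | Compound dosing: 12.8 µM single point, 1% DMSO | Incubation: Enzyme reaction with compound for 2 h at 37 °C | Technique: p-Nitrophenol epi absorbance | Read-out: % inhibition relative to enzyme-containing and enzyme-free wells | Benchmarks: High control without enzyme, low control DMSO plus TDP2 | Replicates: Singlicate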
# mABHD4 FP: inhibits mouse alpha/beta hydrolase domain 4. AID 720543. Q8VD66. purified mABHD4, FP-Rh probe fluorescence polarization. 370,000 tested, 0.54% active. inhibition, % at 8.92 µM;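 active = inhibition exceeding the mean over every tested compound plus 3 SD, cut at about 30% in these data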;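 also: 0% = plate median of compound wells and 100% = S159A mutant with DMSO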
#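 Test system: mABHD4 protein; Read-out basis: % inhibition; Incubation: 45 min + 60 min at 25 °C; Repeats: single replicate; Technique: fluorescence polarization with parallel and perpendicular emission, 525/598 nm; Compound: 8.92 µM, single dose; Benchmarks: full inhibition S159A mutant plus DMSO, zero as sample-well median.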
# PG9 binder: small molecules binding HIV-1 gp120 antibody PG9. TR-FRET gp120-PG9 antibody binding. inhibition, % at 6.7 µM. 360,000 tested, 0.43% active; in the data active = inhibition above about 8.5%
# HTRA1 inh: blocks human HTRA1 serine peptidase; Q92743; recombinant HTRA1, FP-rhodamine activity-based probe, fluorescence polarization; inhibition, % at 5.96 µM; 340,000 tested, 0.5% active; in the data active = inhibition above about 36%;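 also: 0% = enzyme with DMSO and 100% = wells lacking enzyme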
# Target sequence (Q92743 whole entry, looked up): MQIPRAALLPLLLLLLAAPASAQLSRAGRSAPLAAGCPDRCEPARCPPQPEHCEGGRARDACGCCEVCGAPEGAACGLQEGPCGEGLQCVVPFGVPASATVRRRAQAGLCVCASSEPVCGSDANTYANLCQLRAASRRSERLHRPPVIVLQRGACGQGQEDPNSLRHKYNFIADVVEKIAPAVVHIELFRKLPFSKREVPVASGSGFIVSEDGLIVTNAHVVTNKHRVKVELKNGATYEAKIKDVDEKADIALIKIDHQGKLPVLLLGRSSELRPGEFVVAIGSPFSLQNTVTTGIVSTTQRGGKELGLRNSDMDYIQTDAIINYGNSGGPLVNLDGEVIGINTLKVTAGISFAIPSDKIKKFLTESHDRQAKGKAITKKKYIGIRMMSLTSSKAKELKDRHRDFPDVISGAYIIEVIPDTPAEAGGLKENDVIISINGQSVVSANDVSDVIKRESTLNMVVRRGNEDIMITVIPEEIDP
# PRMT1 FP inh: PRMT1 (human) inhibition, primary screen. 370,000 tested, 1.3% active. Q99873. recombinant PRMT1, activity-based probe fluorescence polarization. inhibition, % at 2.79 µM;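 active = inhibition above about 21% made by adding two undisclosed values, limit read from the data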
# rCAG RNA binder: binds r(CAG) RNA repeats. inhibition, % at 3 µM. 370,000 tested, 1.3% active. r(CAG) RNA repeat, TO-PRO-1 dye displacement fluorescence;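 active = inhibition above the plate cutoff, the mean of all test compounds on that plate plus 3 SD, cut at about 35% in these data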;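 also: 0% = DMSO alone and 100% = 100 µM mitoxantrone as full dye displacement; higher means more dye released from RNA so lower well fluorescence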
# TCR-CD3 inh: human TCR-CD3 binding inhibition; AID 651800; 360,000 tested, 0.37% active; TAMRA-labeled TCR probe fluorescence, biochemical; inhibition, % at 9.4 µM; in the data active = inhibition above about 19%;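 also: recombinant mutant TCR 2C K166C tagged with TAMRA read by polarization; 0% = receptor in buffer alone and 100% = receptor with positive control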
# The depositor's hits bear a star; nt = not tested or not shown; & = joins results of further samples. Only part of the results is shown; the hit share may differ from the screen's.
SMILES,SIAE inh,LEDGF integ inh,Rev-erbA mod,TDP2 absorb,mABHD4 FP,PG9 binder,HTRA1 inh,PRMT1 FP inh,rCAG RNA binder,TCR-CD3 inh
CNC(=O)c1cc(OCC(F)(F)F)ccc1OCC(F)(F)F,-4,1,nt,1,0,-1.3,3,-1,-3,4
COCC(=O)Nc1cc(C(=O)NCC(C)C)ccc1Cl,-2,-3,1,6,1,-1.6,-7,-2,-3,4
O=C(NC1CCCCC1)N(Cc1cc2cc3c(cc2[nH]c1=O)OCCO3)CC1CCCO1 (stereo not given),-2,-1,-3,9,-3,0.6,3,-2,1,5
CCn1nnc(-c2ccccc2NS(=O)(=O)c2ccc(S(=O)(=O)N(C)C3CCCCC3)cc2)n1,-12,-2,1,-4,-11,-0.8,-11,3,6,-7
CCc1cc2c(SCC(=O)NC3CCCC3)ncnc2s1,-4,-1,5,-12,1,0.8,-4,-3,0,0
COC(=O)C1NN=C(C(=O)c2ccccc2)C1c1ccccc1 (stereo not given),1,1,7,12,5,1.1,-11,3,5,-7
C=CCC1NS(=O)(=O)OC(CCc2ccccc2)C1O (stereo not given),1,0,0,1,1,0.3,-3,0,-1,3
CC(=O)Nc1cccc([N+](=O)[O-])c1,19*,-1,-1,-1,4,-3.8,8,-2,2,6
CCN1C(=O)c2cccc3c(Cl)ccc(c23)C1=O,-11,7,41*,-25,-8,0.6,3,-5,3,4
O=C(COc1ccccc1Cl)Nc1ccc(C(=O)N2CCCCC2)cc1,0,5,-7,1,-2,-2.2,-2,1,-2,1
O=C(CSc1nnc(-c2ccncc2)s1)Nc1ccccc1,-1,-2,-1,11,3,0.5,-2,1,-1,-3
CCCCc1cc(=O)oc2cc(C)cc(OCC(=O)Nc3cccnc3)c12,-12,3,17,-2,-6,-11,-8,-3,0,5
C=CCn1c(SCC(=O)/C(C#N)=C(\C)N)nc2sc(CC)cc2c1=O,0&-3,-2&1,3&-4,4&2,6&-8,-1.0&-0.6,-1&-1,2&2,5&1,-4&3
Cc1ccc2c(=O)oc(N(C)C)nc2c1,-7,-1,-8,-8,0,1.2,-1,4,-2,-9
CCCN(CC(=O)Nc1ccc(Cl)cc1Cl)C(=O)CC(NC(C)=O)c1ccccc1 (stereo not given),-7,-1,-2,6,5,1.1,2,1,-4,-2
C=CCNC(=O)CSc1ncc2c(n1)-c1c(csc1SC)CC2,0,3,4,-12,8,-3.2,nt,3,-1,-1
O=C(NC(=S)Nc1ccc(N2CCCCC2)cc1)c1ccco1,-1,-5,2,-5,-6,-0.5,-1,-2,0,-6
O=C(c1ccc2c(c1)CCN2S(=O)(=O)c1ccccc1)N1CCN(c2ccccc2F)CC1,1,-2,-5,4,-5,1.0,-11,-1,1,-4
COc1ccc(NC(=O)C2CCN(S(=O)(=O)c3cccnc3)CC2)cc1Cl,0,1,0,-7,3,-0.5,1,-4,2,-2
COc1ccc(-c2cc3ncc(C(C)=O)c(C)n3n2)cc1,-2,25*,36*,1,-1,0.1,0,3,2,8
C[C@H](O)[C@@H]1C(=O)N2CCc3c([nH]c4ccccc34)[C@@H]2C[C@@H]1N(C)C(=O)c1ccco1,6,-4,-5,2,-1,-1.1,nt,2,4,-1
N#CC(c1ccc(O)cc1)c1ncc(C(F)(F)F)cc1Cl (stereo not given),0,3,1,1,-3,-0.7,-5,0,-1,0
CN(C)C(=S)NC(=O)C12CC3CC(C)(CC(C)(C3)C1)C2,-3,4,-6,12,-1,-3.8,1,1,0,1
O=C(Nn1cnc2ccccc2c1=O)c1ccccc1[N+](=O)[O-],-3,-2,-7,-7,7,-2.9,3,-2,-2,2
O=C1OC(c2ccccc2)=N/C1=C\N1CCCCC1,-6,3,-2,-4,3,-1.5,3,2,-5,2
# Following part:
SMILES,SIAE inh,LEDGF integ inh,Rev-erbA mod,TDP2 absorb,mABHD4 FP,PG9 binder,HTRA1 inh,PRMT1 FP inh,rCAG RNA binder,TCR-CD3 inh
C[C@@H]1COC(=O)[C@@H](CC(=O)OC(C)(C)C)C/C=C\C[C@@H](CC(=O)N(CCO)Cc2ccccc2)C(=O)N1,3,2,2,6,-2,-0.3,3,2,3,-2
CC(=O)NC(Cc1ccc(F)c(F)c1)C(=O)NC1CCN(S(=O)(=O)c2ccc(C)cc2)CC1 (stereo not given),6,-1,0,9,5,0.9,0,-3,-3,2
CCN1CCN(c2ccc(NC(=O)CCc3c(C)nc4c(-c5ccc(F)cc5)c(C)nn4c3C)cc2)CC1,7,0,9,-2,6,-2.3,12,-2,-4,8
O=C1CC(Cc2ccc(Cl)cc2)C(=O)N1c1cc(Cl)ccn1 (stereo not given),0,6,2,-3,-3,-0.6,-7,-6,-2,4
CC(Sc1ccc(Cl)cc1)C(=O)Nc1ccccc1C(=O)N1CCOCC1 (stereo not given),-6,3,4,-6,-12,-0.3,0,-1,0,0
Cc1cccc(OCC(O)CN2CCOCC2)c1 (stereo not given),4,-2,-8,-8,-7,-0.7,8,8,-6,-6
O=C(c1ccccc1)c1ccc(Cn2cc(CCCO)nn2)cc1,4,1,0,-8,-3,0.6,3,0,-1,-4
Cc1cccc(OCC(=O)NCc2nnc3ccc(C(F)(F)F)cn23)c1C,-8,0,-1,7,0,-2.4,4,4,0,-2
CCOC(=O)C1CCCN(S(=O)(=O)c2cc3c(cc2Cl)NC(=O)CO3)C1 (stereo not given),0,-2,2,-1,-5,0.9,3,34*,4,-15
NCc1c(O)ccc2ccccc12,15,2,2,15,7,-0.5,nt,3,3,8
COC(=O)[C@]12C[C@H](CC(=O)NCCCCc3ccccc3)C(=O)N(Cc3cccc4ccccc34)C1=C[C@H](C(C)C)O[C@@H]2C1CC1,-8,4,5,-13,-16,nt,nt,-5,8,nt
COC(=O)c1cccnc1Oc1ccccc1,-1,0,-3,4,-2,-1.6,-1,2,-4,-3
CCCC(=O)NC(=S)Nc1cccc2c(O)cccc12,2,2,-1,-1,5,0.9,9,2,6,-6
O=[N+]([O-])c1ccc(COc2ccc(Br)cc2CN2CCOCC2)cc1,-3,-3,1,-1,11,-1.1,-5,0,-4,-6
O=C(c1nnc(Cc2ccc(Cl)cc2)o1)N1CCOCC1,-4,-2,-4,3,6,-0.3,4,3,1,-3
COc1cc(C)ccc1OCCCOc1ccccc1Cl,-1,4,1,-7,-8,-1.5,-11,-1,0,-4
COc1ccccc1C(=O)N1CCNC(=O)C1CC(=O)Nc1cccc(C)c1 (stereo not given),3,4,nt,3,1,-0.8,6,-2,1,1
CCCOc1ccc(N2C(=O)CC(SC(=NCC)Nc3cccc(F)c3)C2=O)cc1 (stereo not given),7,-3,2,-6,1,0.8,-3,1,4,4
CCOc1ccc(OCc2ccc(C(=O)N(CC)CC)cc2)cc1,-3,1,3,0,-2,0.2,-7,2,-8,4
CCCN1C(=S)c2ccccc2C1c1ccccc1 (stereo not given),-6,-3,1,10,-2,-0.1,-18,5,-1,5
Cc1ccc(N2CC(C(=O)N3CCC(C(=O)Nc4nnc(C(C)C)s4)CC3)CC2=O)cc1 (stereo not given),2,1,8,7,0,-1.0,5,0,-5,-8
CN(Cc1cccs1)C(=O)Cc1c[nH]c2ccccc12,-2,0,3,0,0,-2.2,3,-1,1,2
COc1ccc(C2=Nn3c(nnc3-c3ccco3)SC2)cc1,-3,-2,3,-5,2,-0.2,-1,-3,-3,3
Cc1cccc(N(C(=O)c2csnn2)C(C(=O)NC(C)(C)C)c2ccncc2)c1 (stereo not given),8,1,-3,-7,-8,-0.9,0,4,1,3
[O-]c1n[n+](-c2ccc(Cl)cc2Cl)cc2ccccc12,4,-1,-2,5,0,0.8,-30,-4,2,3

# Single records, as listed above:
# CCCN1C(=S)c2ccccc2C1c1ccccc1 (stereo not given) is listed as SIAE inh = -6; LEDGF integ inh = -3; Rev-erbA mod = 1; TDP2 absorb = 10; mABHD4 FP = -2; PG9 binder = -0.1; HTRA1 inh = -18; PRMT1 FP inh = 5; rCAG RNA binder = -1; TCR-CD3 inh = 5
# COc1ccc(C2=Nn3c(nnc3-c3ccco3)SC2)cc1 is listed as SIAE inh = -3; LEDGF integ inh = -2; Rev-erbA mod = 3; TDP2 absorb = -5; mABHD4 FP = 2; PG9 binder = -0.2; HTRA1 inh = -1; PRMT1 FP inh = -3; rCAG RNA binder = -3; TCR-CD3 inh = 3

# (next part)
SMILES,SIAE inh,LEDGF integ inh,Rev-erbA mod,TDP2 absorb,mABHD4 FP,PG9 binder,HTRA1 inh,PRMT1 FP inh,rCAG RNA binder,TCR-CD3 inh
COc1cccc(C(=O)NCCCNC(=O)c2cccnc2)c1,-4,-1,7,14,7,2.4,2,-3,2,-6
CNC(C#Cc1ccccc1)c1ccccc1C(F)(F)F (stereo not given),-2,-1,2,2,0,nt,nt,-1,nt,nt
COc1ccc(S(=O)(=O)N(NC2=NS(=O)(=O)c3ccccc32)C(=O)C(C)C)cc1,10,4,-4,3,-6,-2.1,3,2,22,2
CCOC(=O)N1CCN(C(=O)C2CCN(S(=O)(=O)c3ccc(OC)cc3)CC2)CC1,-3,2,-7,-3,2,-2.3,2,-2,-5,8
COCCN(C(=O)CCl)C(C(=O)NC1CCCCC1)c1ccccc1C (stereo not given),-1,5,-12,-7,-1,-2.1,8,-1,-5,1
O=C(CCC(=O)N1CCCc2ccccc21)N1CCN(S(=O)(=O)c2ccccc2)CC1,1,1,2,-18,-9,-2.0,6,0,-5,-4
Cc1c(C)c2c(OCC(=O)NCC(=O)NCC(=O)O)cc3c(c2oc1=O)CCC(C)(C)O3,1,-3,-3,0,2,2.2,2,-1,5,2
C#CCOCCOCCOCCNc1nc(N2CCOCC2)nc(N2CCN(C(=O)[C@H](CCCCN)n3cc(CCCC)nn3)CC2)n1,0,4,0,3,6,0.0,-4,-2,-5,-1
COc1cccc(OCCOCCOc2ccc(C)cc2[N+](=O)[O-])c1,3,-3,0,-2,-3,-1.5,-10,-1,4,-1
COc1ccc(NC(=O)c2cc(OC)c(OC)c(OC)c2Br)cc1OC,1,-1,2,3,3,0.9,1,1,-3,-1
Cc1ccc(C(=O)N/N=c2\oc3ccccc3cc2C(N)=O)cc1,-8,-2,-2,-13,3,-5.8,-4,1,-1,0
CC(C(=O)Nc1ccc([N+](=O)[O-])cc1Cl)N1CCN(S(=O)(=O)c2cccs2)CC1 (stereo not given),7,-5,-1,-6,-2,1.2,8,3,6,0
COc1cc(/C=C2\SC(=S)N(CC(=O)O)C2=O)ccc1OC(=O)c1ccco1,-10,7,15,-3,-8,-0.1,-86,-1,46*,-6
CCCOC(=O)c1ccc(-c2ccc(C=O)o2)cc1,-9,0,8,-11,-2,0.5,-33,1,-2,1
CC(=O)Nc1ccc(S(=O)(=O)NC2CC2)cc1,-4,-7,-3,-18,1,0.8,2,-3,1,-8
O=C(OCC(=O)N1CCCc2ccccc21)c1ccc(C(F)(F)F)cc1,-4,-5,-2,-15,-7,1.4,-6,8,-10,-2
CCCN(C(=O)c1nc2nc(C)cc(C)n2n1)c1c(N)n(Cc2ccccc2)c(=O)[nH]c1=O,2,4,-3,-2,6,-3.4,2,-1,2,0
CCOC(=O)/C(=C\c1ccccc1)C(=O)CCN1CCOCC1,4,-4,-2,-4,3,-0.2,2,0,4,6
CCOc1ccccc1Nc1ccc(C(=O)O)cc1[N+](=O)[O-],17*,-2,1,0,20,-0.8,-1,-3,0,-2
